Screening data from PubChem.
TRHR agonist: TRH receptor (human) agonism. P34981. TRHR cells, calcium flux fluo-8, FDSS agonist mode. activation, % at 2 µM. 360,000 compounds, 0.18% hits; further: 0% is about no effect
Target sequence (P34981 whole entry, looked up): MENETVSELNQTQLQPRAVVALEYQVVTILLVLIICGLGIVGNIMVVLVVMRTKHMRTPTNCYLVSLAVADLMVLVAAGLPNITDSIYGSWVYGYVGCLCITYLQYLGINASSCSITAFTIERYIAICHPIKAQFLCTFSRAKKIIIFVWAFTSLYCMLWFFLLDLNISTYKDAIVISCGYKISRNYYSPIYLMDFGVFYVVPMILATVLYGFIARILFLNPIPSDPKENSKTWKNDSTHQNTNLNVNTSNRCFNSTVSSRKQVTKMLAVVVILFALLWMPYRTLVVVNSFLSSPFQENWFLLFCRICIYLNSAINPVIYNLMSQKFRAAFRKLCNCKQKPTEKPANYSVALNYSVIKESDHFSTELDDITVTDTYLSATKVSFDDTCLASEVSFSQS
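Fluo-8-loaded TRHR cells; 10 s baseline, compound added, kinetic Ca2+ fluorescence read 1/s, agonist mode.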
D1 antag: human D1 dopamine receptor antagonism; HEK293 TREx D1 cells, calcium flux, dopamine EC80; stronger effect = lower value; activity change, negative = inhibition, % at 10 µM; 360,000 compounds, 3.2% hits; in the data active means activity change below about -30%; further: on the % scale 0 is the no-effect control and ±100 the full control effect
Target sequence (P21728 whole entry, looked up): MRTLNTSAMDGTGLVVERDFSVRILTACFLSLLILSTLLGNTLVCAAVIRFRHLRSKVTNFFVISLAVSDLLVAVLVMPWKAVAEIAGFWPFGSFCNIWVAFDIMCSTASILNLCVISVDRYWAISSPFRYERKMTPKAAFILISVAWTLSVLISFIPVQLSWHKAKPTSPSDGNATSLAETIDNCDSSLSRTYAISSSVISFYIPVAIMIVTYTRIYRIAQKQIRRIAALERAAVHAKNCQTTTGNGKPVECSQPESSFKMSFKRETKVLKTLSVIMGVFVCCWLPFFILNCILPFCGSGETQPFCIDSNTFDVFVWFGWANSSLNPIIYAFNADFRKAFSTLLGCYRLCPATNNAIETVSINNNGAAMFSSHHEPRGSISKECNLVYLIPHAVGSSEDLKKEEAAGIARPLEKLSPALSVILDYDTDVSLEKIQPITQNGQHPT
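Allosteric or orthosteric antagonism assessed as attenuation of the calcium response to EC80 dopamine, added 180 s after compound, in induced HEK293 Trex D1 cells loaded with no-wash calcium dye.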
D1 PAM: potentiators of human D1 dopamine receptor | potentiation, % at 10 µM | HEK293 TREx D1 cells, calcium flux, dopamine EC20 potentiation | 360,000 compounds, 0.036% hits; in the data active means potentiation above about 30%; further: 0% is about no effect
D2 PAM: positive allosteric modulators of human D2 dopamine receptor. P14416. HEK293 T-REx D2, calcium flux, EC20 dopamine potentiation. potentiation, % at 10 µM. 340,000 compounds, 0.34% hits;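 active means potentiation over 3 SD above the plate norm, cut at about 30% in these data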; further: 0% is about no effect
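Primary screen. Calcium kinetics in induced HEK293 T-REx D2 cells: compound pre-addition 180 s, EC20 dopamine, 180 s more.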
D2 antag: D2 dopamine receptor (human) antagonism | P14416 | HEK293 TREx D2 cells, calcium flux, dopamine EC80 | inhibition, % at 10 µM | 340,000 compounds, 2% hits | AID 485344; in the data active means inhibition above about 30%; further: 0% is about no effect
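Read-out: kinetic calcium fluorescence (1 cycle/s) in inducible HEK293 T-REx D2 cells after an EC80 dopamine addition that followed 180 s compound preincubation. Loss of the dopamine response indicates antagonism.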
RXFP1 antag: antagonists of human relaxin receptor RXFP1. HEK293-RXFP1, relaxin-stimulated cAMP HTRF, 30 min; stronger effect = lower value. Q9HBX9. 350,000 compounds, 0.59% hits. AID 1259400. activity change, negative = inhibition, % at 57.5 µM;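 active means activity change of -60% or lower, but not beyond a set lower limit; inconclusive means change between -60% and -40%, or beyond the set limit; inactive means change above -40%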; further: on the % scale 0 is the no-effect control and ±100 the full control effect
D1 agonist: human D1 receptor agonism; P21728; HEK293 T-REx D1 cells, calcium flux, agonist mode; activation, % at 2 µM; 360,000 compounds, 1% hits; further: 0% is about no effect
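Inducible HEK293 T-REx D1 cells, force-coupled to calcium signalling, were plated at 4000 cells/well with tetracycline and held overnight at 30 C. After no-wash calcium dye loading, compound-evoked calcium rise over 180 s flagged agonists.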
TRHR PAM: allosteric enhancers of human TRH receptor. TRHR cells, fluo-8 calcium fluorescence, EC20 TRH enhancement. P34981. enhancement, % at 2 µM. 360,000 compounds, 0.66% hits; in the data active means enhancement above about 30%; further: 0% is about no effect
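Enhancer read-out: after compound pinning and an initial kinetic agonist-mode read, an EC20 of TRH (10 nM final) was injected and fluo-8 calcium signal (Ex 480/Em 530) followed at 1 s/cycle for 100 cycles in TRHR-expressing cells.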
D2 ag: D2 dopamine receptor (human) agonism | activation, % at 2 µM | HEK293 T-REx D2 cells, calcium flux agonist mode | 340,000 compounds, 0.53% hits | P14416;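 active means activation over 3 SD above normal in the single-dose calcium agonist read, cut at about 30% in these data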; further: 0% is about no effect
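Calcium-flux readout, 1 cycle/sec over 180 s following compound pin transfer, in inducible HEK293 Trex D2 cells (force-coupled); dopamine controls included. Positive calcium responses during this window marked compounds as potential agonists.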
Numbers without * were called inactive; ? = inconclusive; / = no result given. Unless noted, no stated cut-off is given here; in the data, active means activation above about 30%; inactive means the rest.

SMILES	TRHR agonist	D1 antag	D1 PAM	D2 PAM	D2 antag	RXFP1 antag	D1 agonist	TRHR PAM	D2 ag
Cc1ccc2ccc(C(Nc3cccc(C(F)(F)F)c3)c3cccnc3)c(O)c2n1 (stereo not drawn)	0.0	-4	8	3	-7	3	4	0	3.0
O=C1CCC(C(=O)NCc2ccc3c(c2)OCO3)N1 (stereo not drawn)	1.5	-2	6	-31	-2	-2	3	0	-1.8
Cc1ccc(CONC(=O)c2ccc(C)cc2)cc1	-1.7	-30*	-5	-11	1	-9	1	4	1.2
Cc1ccc(C)c(NC(=O)NNS(=O)(=O)c2ccc(C)c(C)c2)c1	-0.5	-27	-4	-8	17	3	5	-7	-0.2
Cc1ccc(-c2cnc(SCCNC(=O)c3ccco3)[nH]2)cc1	-0.2	-9	-4	7	-25	-5	4	31*	-1.6
O=C(NCCSCc1ccccc1)c1cc(S(=O)(=O)N2CCOCC2)ccc1F	-0.3	-27	-1	-8	22	/	2	-2	-0.6
Cc1ccc2c(c1)N(CC(=O)N1CCCCC1C)C(=O)CO2 (stereo not drawn)	0.1	-8	1	4	-16	-11	4	-1	-0.2
CC1CCN(c2nc3c(-c4cccc(Br)c4)nnn3c3ccccc23)CC1	0.3	-2	-1	5	/	/	-1	2	0.4
COc1ccc(S(=O)(=O)NC2CC(=O)N(c3ccc(C)c(C)c3)C2)cc1C (stereo not drawn)	0.7	15	-1	-6	16	-21	15	-2	1.7
COc1cc(OC)cc(C(=O)N[C@H](C(=O)Nc2cccc(S(=O)(=O)N3CCCC3)c2)C(C)C)c1	-0.9	7	1	10	-2	-4	15	1	-2.0
CCOC(=O)c1[nH]c(COC(=O)CCCOc2ccccc2)c(C(=O)OCC)c1C	0.4	-24	-4	5	-24	-1	7	-3	1.1
Cn1c(SCc2ccc([N+](=O)[O-])cc2)nnc1-c1cccnc1	0.7	-1	5	-8	22	4	0	1	-0.2
CC(=O)N1CCCc2cc(S(=O)(=O)N3CCC(C(=O)Nc4c(C)cccc4C)CC3)ccc21	0.0	5	-4	-6	/	-18	0	-5	/
Cc1ccc(CNC(=O)c2cc3cc(Br)ccc3oc2=N)cc1	1.0	13	10	-4	10	-10	2	-7	1.0
COc1ccc(N(CC(=O)N2CCN(c3ccccc3)CC2)S(=O)(=O)c2ccc(C)cc2)cc1	0.8	-10	-1	3	9	2	-1	-10	0.2
Cc1oc2cc3oc(=O)c(CCC(=O)NCCCn4ccnc4)c(C)c3cc2c1C	-1.0	-6	-3	3	5	/	2	-3	-3.3
CCCCS(=O)(=O)C(=C1Nc2ccccc2N1)S(=O)(=O)CCCC	0.2	0	-8	6	17	-25	2	13	0.5
O=C(c1ccc(Cn2c(=O)[nH]c3ccccc3c2=O)cc1)N1CCN(c2ccccn2)CC1	0.4	16	2	4	5	/	0	7	-2.0
CCOC(=O)/C(=N\Nc1ncnc2ccccc12)c1ccc(C)cc1	2.8	-2	-3	10	-15	-30	-1	-1	0.9
O=C(NCC1CCCO1)C1CCCN(Cc2cnn(-c3ccccc3)c2-n2cccc2)C1 (stereo not drawn)	-0.7	-5	0	-1	-12	8	-3	2	0.3
COc1ccc(-n2nc(C(=O)N(C)C)nc2-c2ccccc2)cc1	-0.9	-3	-9	9	31*	-6	2	2	0.0
COC(=O)c1ccc(CSc2nc3c(c(=O)n2-c2ccc(F)cc2)SCC3)o1	-0.8	-11	-3	7	-3	6	3	-1	-2.1
CCCOc1ccc(N2C(=O)CC(N3CCN(c4ccc([N+](=O)[O-])cc4)CC3)C2=O)cc1 (stereo not drawn)	0.4	-13	0	-4	-25	-1	6	-3	-5.9
COc1ccc(CSc2nnc(C)n2N)cc1[N+](=O)[O-]	-0.1	19	0	5	7	?	4	1	-0.5
O=C(Nc1ccc(Br)cc1)c1cc2ccccn2n1	-0.4	4	-6	-8	5	11	1	-8	-0.7

Further structures follow:
SMILES	TRHR agonist	D1 antag	D1 PAM	D2 PAM	D2 antag	RXFP1 antag	D1 agonist	TRHR PAM	D2 ag
CN(C)c1ccnc2sc3c(SCc4ccc(Cl)cc4)ncnc3c12	0.6	-3	-2	2	11	2	2	-7	0.1
COc1ccc(NS(=O)(=O)c2csc(C(=O)N3CCCC3)c2)cc1	1.4	-11	-1	13	-21	-8	3	25	-0.7
CCOC(=O)C1=C(C)N(C)C(C)=C(C(=O)OCC)C1c1ccccn1	-1.4	-10	-5	-1	14	5	2	-7	0.2
COc1cccc(CN(C(=O)c2oc3ccc(Br)cc3c2C)C2CCS(=O)(=O)C2)c1 (stereo not drawn)	1.0	-1	-1	8	/	-4	10	9	4.9
c1ccc(NCc2cccc3ccccc23)nc1	-0.3	6	-2	0	-8	-11	3	29	1.4
CCc1nnc(NS(=O)(=O)c2ccc(NS(=O)(=O)c3ccccc3)cc2)s1	0.0	-19	-2	1	-3	-17	1	21	-1.1
Cc1ccc(Cl)cc1NC(=O)COC(=O)C1CC1	-0.7	-17	-5	-3	4	0	1	-4	-1.4
Cc1ccc(-n2c(=O)[nH]c3ncccc3c2=O)cc1	1.2	-13	-1	9	-14	6	2	-3	-0.8
CN1C(=O)NC(c2ccc(O)cc2)C2=C1CN(c1ccccc1)C2=O (stereo not drawn)	0.1	-20	-8	1	12	5	2	-4	0.3
O=C1S/C(=C\c2ccccn2)C(=O)N1Cc1ccccc1F	0.2	-8	-8	1	-6	0	4	-18	-0.3
COc1ccc(C2CC(c3ccc(F)cc3)n3nc(NS(C)(=O)=O)nc3N2)cc1 (stereo not drawn)	0.7	17	-1	-4	-10	-9	1	-5	0.2
CCCCCC(=O)N1CCN(S(=O)(=O)c2ccc3c(c2)OCCO3)CC1	0.3	4	-7	/	/	-8	0	1	/
Cc1nnc(C)n1/N=C/C=C/c1ccccc1	-0.2	-2	-5	-2	-8	-3	6	2	-0.1
Fc1ccc(-n2ncc3c(NC4CCCCCC4)ncnc32)cc1	2.1	-2	-1	5	/	-36	7	3	/
COc1ccc(-c2c(C)oc3ccc(C)cc23)cc1	0.3	-3	3	-7	4	4	4	-2	-1.1
CCN(CC)c1ccc(NC(=O)C2CCCN(S(=O)(=O)c3cnc[nH]3)C2)c(C)c1 (stereo not drawn)	-0.6	7	/	6	-18	/	3	8	-1.6
Cc1nc(-c2cccc(F)c2)sc1CCNC(=O)C(=O)Nc1ccc2c(c1)OCCO2	0.2	-19	-3	/	/	-8	12	2	0.2
O=C(NC1CCN(S(=O)(=O)c2ccccc2F)CC1)c1ccco1	-0.1	4	-2	/	-23	-6	0	6	-3.1
Cc1nc(-c2nc(-c3c(C(=O)NNC(=O)Nc4ccccc4)noc3C)cs2)cs1	-0.3	-8	6	-12	-1	1	0	-1	12
Cc1ccccc1NC(=O)C(=Cc1ccc(C(=O)O)cc1)C(=O)Nc1ccccc1C	0.8	2	-1	8	10	-40	4	0	-0.3
CCN1CCN(c2nc(Nc3ccc(OC)cc3)nc(N)c2[N+](=O)[O-])CC1	-0.3	5	10	-10	41*	-8	1	2	-0.8
Cc1cc(OCCCCNC(C)C)cc(C(C)C)c1	0.4	-3	2	-17	9	-1	7	42*	0.2
Cc1ccccc1NS(=O)(=O)c1cc(S(C)(=O)=O)ccc1Cl	-0.3	-5	2	-7	7	-8	1	-4	-0.4
CCN(CC(=O)NCc1cccs1)C(=O)c1ccccc1Cl	0.0	6	-1	/	-11	-18	2	7	0.6
CCSCc1nnc(SCC(=O)Nc2nc3ccccc3s2)n1C	-0.3	3	2	0	8	0	2	4	0.1

Next part
SMILES	TRHR agonist	D1 antag	D1 PAM	D2 PAM	D2 antag	RXFP1 antag	D1 agonist	TRHR PAM	D2 ag
O=C(Nc1ccc(F)cc1F)N1CCCN(c2ccc(C(F)(F)F)cn2)CC1	0.1	-13	-2	-5	11	1	10	-3	-0.1
O=C(NCCCN1CCN(c2cccc(Cl)c2)CC1)C1CCC(=O)N1Cc1ccccc1Cl (stereo not drawn)	0.0	-38*	-10	-23	40*	-20	11	-4	50*
COc1ccc(OC)c(NC(=O)CCNS(=O)(=O)c2cccs2)c1	-0.3	10	-5	9	-18	0	-2	6	-0.2
C=C(C)CSc1nnc2n(N)c(=O)c3ccccc3n12	-0.4	-19	15	-2	-14	4	1	-3	-3.2
CCCCNCc1cc2ccccc2o1	-0.6	-8	-2	/	/	12	4	2	/
COc1ccc(C2(C(=O)Nc3ccc(S(=O)(=O)Nc4nc(C)cc(C)n4)cc3)CCCC2)cc1OC	-1.5	-19	-2	1	/	-11	4	9	/
COc1cccc(CNC(=O)CC(c2ccc(C)cc2)N2Cc3ccccc3C2=O)c1 (stereo not drawn)	-0.6	-32*	-2	-8	/	/	-1	-2	-0.3
COc1ccc2[nH]cc(CCNC(=O)C3CCCO3)c2c1 (stereo not drawn)	-0.2	9	2	-5	5	-4	2	2	-0.6
CCOC(=O)C(C)N1N=C(/C=C/c2ccc(C)cc2)CCC1=O (stereo not drawn)	0.1	-17	-6	-4	-3	0	1	3	-0.2
CCC1CCCCN1C(=O)CCC(=O)Nc1nnc(C(F)(F)F)s1 (stereo not drawn)	-1.0	-13	-2	2	15	6	2	3	0.1
CC1CCN(c2ccc3nnc(CCC(=O)NC(C)C)n3n2)CC1	0.2	11	-4	1	-6	-4	0	1	0.1
CC(C)C(=O)Nc1ccc(Oc2ccc3c(c2)C(=O)NC3=O)cc1	-0.4	-20	1	15	-4	0	-4	-2	-2.0
CC(C)Oc1ccc(/C(O)=C2/C(=O)C(=O)N(CCN(C)C)C2c2ccco2)cc1 (stereo not drawn)	1.0	30	2	5	26	-1	1	1	1.0
COc1ccc(CNC(=O)CCc2nc3cccnc3n2Cc2ccccc2)cc1	-1.3	3	2	8	/	-22	0	0	-1.2
O=C(CCc1ccccc1)Nc1ccc(NC(=O)c2ccco2)cc1	0.3	2	-4	-11	5	14	3	-3	0.8
COCCn1c(SCC(=O)Nc2ccc(C)cc2)nc2c(oc3ccccc32)c1=O	-0.5	-6	0	-1	7	4	4	2	0.2

Marked active in D2 antag, among the entries above:
SMILES | TRHR agonist | D1 antag | D1 PAM | D2 PAM | D2 antag | RXFP1 antag | D1 agonist | TRHR PAM
COc1ccc(-n2nc(C(=O)N(C)C)nc2-c2ccccc2)cc1 | -0.9 | -3 | -9 | 9 | 31* | -6 | 2 | 2
CCN1CCN(c2nc(Nc3ccc(OC)cc3)nc(N)c2[N+](=O)[O-])CC1 | -0.3 | 5 | 10 | -10 | 41* | -8 | 1 | 2
O=C(NCCCN1CCN(c2cccc(Cl)c2)CC1)C1CCC(=O)N1Cc1ccccc1Cl (stereo not drawn) | 0.0 | -38* | -10 | -23 | 40* | -20 | 11 | -4

Arranged by molar mass (low to high): some entries from above.
SMILES	TRHR agonist	D1 antag	D1 PAM	D2 PAM	D2 antag	RXFP1 antag	D1 agonist	TRHR PAM	D2 ag
COc1ccc2[nH]cc(CCNC(=O)C3CCCO3)c2c1 (stereo not drawn)	-0.2	9	2	-5	5	-4	2	2	-0.6
CC1CCN(c2ccc3nnc(CCC(=O)NC(C)C)n3n2)CC1	0.2	11	-4	1	-6	-4	0	1	0.1
CC(C)Oc1ccc(/C(O)=C2/C(=O)C(=O)N(CCN(C)C)C2c2ccco2)cc1 (stereo not drawn)	1.0	30	2	5	26	-1	1	1	1.0
O=C(Nc1ccc(F)cc1F)N1CCCN(c2ccc(C(F)(F)F)cn2)CC1	0.1	-13	-2	-5	11	1	10	-3	-0.1
